# Screening data as filed in PubChem BioAssay.
# Vif-APOBEC3F blk: qHTS for Inhibitors of Vif-A3F Interactions: qHTS. HeLa A3F-eYFP + Vif (tagged APOBEC3F with the HIV-1 protein that degrades it), YFP fluorescence increase. Potency, µM (series often up to 46.1 µM), inactives show top-dose activity, negative = active. 0.2% of 390,000 active. AID 602313, 2012; further: potency means the concentration at half of the fitted maximal effect; % of control where 0% means no effect; nearly all actives have a fitted effect of over 65% in size
#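 HeLa cells stably expressing Vif plus C-terminally eYFP-tagged A3F were seeded, incubated overnight at 37 deg C, dosed with compound, incubated overnight again at 37 deg C. Yellow fluorescence (Ex 488/Em 500-530) reported blocked Vif-mediated A3F-eYFP degradation.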
# TrxR1 substrate: qHTS Assay for Substrates of Mammalian Selenoprotein Thioredoxin Reductase 1 (TrxR1): qHTS. purified TrxR1 substrate turnover, NADPH consumption readout. 0.01% of 390,000 active. AID 588456, 2011. Potency, µM (series often up to 114 µM), for the others: at the top dose activity change, negative = substrate turnover; further: potency means the concentration at half of the fitted maximal effect; on the % scale 0 is the no-effect control and ±100 the full control effect; nearly all actives have a fitted effect of over 50% in size
#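 Rat TrxR1, dispensed at 90 nM, was prereduced with 400 uM NADPH (final) for 5 min at ~22 deg C, then incubated with compound 15 min before 400 uM selenite. A first-read NADPH fluorescence drop versus no-compound background flagged substrates.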
# LDHA block: qHTS assay for inhibitors of human lactate dehydrogenase | activity change, % (values are at about 110 or 230 µM) | purified LDHA, NADH/diaphorase-resazurin fluorescence; stronger effect = lower value | 0.15% of 480,000 active | L-lactate dehydrogenase A chain (Homo sapiens), P00338; in the data active means activity change below about -30%; inconclusive means mostly about -25% to -30%;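 further: plate controls were DMSO wells for no effect and wells without enzyme for full effect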
#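 Remaining NADH was detected by diaphorase (0.133 mg/mL) converting 37 µM resazurin to fluorescent resorufin, read at 0 and 20 minutes. The preceding 5-minute room-temperature reaction used 2 nM LDHA, 0.2 mM sodium pyruvate and 0.06 mM NADH at pH 7.4.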
# TrxR1 inh: qHTS Assay for Inhibitors of Mammalian Selenoprotein Thioredoxin Reductase 1 (TrxR1): qHTS | Thioredoxin reductase 1, cytoplasmic (Rattus norvegicus), O89049 | recombinant rTrxR1, NADPH fluorescence consumption, selenite substrate | Potency, µM (titrated, usually from 114 µM), for the others: top-dose activity change, negative = inhibition, most hits filed as inhibitors | 1% of 390,000 active | AID 588453, 2011; further: potency means the concentration at half of the fitted maximal effect; on the % scale 0 is the no-effect control and ±100 the full control effect; nearly all actives have a fitted effect of over 65% in size
#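 Rat TrxR1 (90 nM in the dispensed reagent) was pre-reduced with 400 uM NADPH for 5 min at room temperature, then incubated with compound for 15 min. After 400 uM selenite was added, NADPH fluorescence (Ex 340/Em 450 nm) was followed for 8 min.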
# Vif-A3G inh: qHTS for Inhibitors of Vif-A3G Interactions: qHTS; HeLa A3G-eYFP + Vif (tagged APOBEC3G with the HIV-1 protein that degrades it), YFP fluorescence, overnight; Potency, µM (series often up to 46.1 µM), inactives show at the top dose activity, negative = active, actives largely listed as inhibitors; 0.076% of 410,000 active;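 further: potency means the concentration at half of the fitted maximal effect; on the % scale 0 is the no-effect control and ±100 the full control effect; nearly all actives have a fitted effect of over 60% in size; hits raise eYFP signal because A3G escapes Vif-driven loss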
#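 HeLa cells stably expressing Vif and C-terminally eYFP-tagged A3G, seeded overnight at 37 deg C, then exposed to compound by pintool overnight at 37 deg C. Rise in yellow fluorescence (Ex 488/Em 500-530, Acumen) marks blocked Vif-driven A3G degradation.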
# RGS4 inh: Inhibitors of Regulator of G Protein Signaling (RGS) 4: qHTS; Regulator of G-protein signaling 4 (Homo sapiens), P49798; Transcreener GDP fluorescence polarization, RGS4-accelerated GTP hydrolysis; Potency, µM (series often up to 114 µM), for the others: at the top dose activity change, negative = inhibition, actives largely listed as inhibitors; 0.039% of 390,000 active; further: potency means the concentration at half of the fitted maximal effect; on the % scale 0 is the no-effect control and ±100 the full control effect; nearly all actives have a fitted effect of over 75% in size; some results filed as inactive show a strong effect at the top dose
# Target sequence (P49798 whole entry, looked up): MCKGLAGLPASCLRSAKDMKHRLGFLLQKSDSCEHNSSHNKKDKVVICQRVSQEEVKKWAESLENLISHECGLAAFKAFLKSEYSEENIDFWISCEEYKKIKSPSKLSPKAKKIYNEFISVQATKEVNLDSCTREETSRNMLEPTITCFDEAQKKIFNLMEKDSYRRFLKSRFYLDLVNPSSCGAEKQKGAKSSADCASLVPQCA
#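 MLSMR compounds (23 nl, pin-transferred) preincubated 10 min at room temperature with a 500nM (2x) first reagent, then RGS4 at 900nM (2x) plus Transcreener GDP mix added; fluorescence polarization (620/688 nm) read before and after 90 min at 30 °C.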
# USP1-UAF1 inh: Inhibitors of USP1/UAF1: Primary Screen; Ubiquitin carboxyl-terminal hydrolase 1 (Homo sapiens), O94782; recombinant USP1/UAF1, Ub-Rhodamine cleavage fluorescence; Potency, µM (doses to about 57.1 µM), for the others: top-dose activity change, negative = inhibition, usual class: inhibitors; 0.23% of 390,000 active; AID 743255, 2014; further: potency means the concentration at half of the fitted maximal effect; on the % scale 0 is the no-effect control and ±100 the full control effect; nearly all actives have a fitted effect of over 60% in size; inactives centre near -12
# Target sequence (O94782 whole entry, looked up): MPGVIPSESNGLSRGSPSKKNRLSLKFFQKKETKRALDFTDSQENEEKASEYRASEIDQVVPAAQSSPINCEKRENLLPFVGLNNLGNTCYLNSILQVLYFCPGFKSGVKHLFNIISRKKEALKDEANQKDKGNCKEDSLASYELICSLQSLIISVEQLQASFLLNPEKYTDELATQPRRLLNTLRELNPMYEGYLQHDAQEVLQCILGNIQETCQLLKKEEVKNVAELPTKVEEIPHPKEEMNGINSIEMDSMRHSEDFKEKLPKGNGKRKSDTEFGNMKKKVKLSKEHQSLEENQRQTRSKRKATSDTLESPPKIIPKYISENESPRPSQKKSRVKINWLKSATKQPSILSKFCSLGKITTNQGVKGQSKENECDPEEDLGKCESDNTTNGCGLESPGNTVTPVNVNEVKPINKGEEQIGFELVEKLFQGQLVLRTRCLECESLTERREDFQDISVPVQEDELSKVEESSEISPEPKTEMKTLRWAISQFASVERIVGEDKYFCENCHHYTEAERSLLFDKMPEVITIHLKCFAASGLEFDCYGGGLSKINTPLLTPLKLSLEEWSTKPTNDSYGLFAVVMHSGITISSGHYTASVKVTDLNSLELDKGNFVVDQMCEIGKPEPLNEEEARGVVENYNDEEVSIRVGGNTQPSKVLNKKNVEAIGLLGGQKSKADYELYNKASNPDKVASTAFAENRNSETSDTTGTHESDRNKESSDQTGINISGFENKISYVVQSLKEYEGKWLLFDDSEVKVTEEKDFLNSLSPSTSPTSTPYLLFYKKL
#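 High-throughput fluorogenic screen: 1nM USP1/UAF1 complex, Ub-Rho substrate 150nM final, 50mM HEPES pH 7.8 with 0.5mM EDTA, 0.1 mg/ml BSA, 1mM TCEP and 0.01% Tween-20.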
# mIDH1 inhibitor: qHTS for Inhibitors of mutant isocitrate dehydrogenase 1 (IDH1): qHTS | Isocitrate dehydrogenase [NADP] cytoplasmic (Homo sapiens), O75874 | IDH1-R132H enzyme, NADPH consumption, diaphorase/resazurin fluorescence | Potency, µM (series often up to 76.6 µM), without a hit: at the highest dose activity change, negative = inhibition, most hits filed as inhibitors | 0.093% of 390,000 active | AID 602179, 2012; further: potency means the concentration at half of the fitted maximal effect; on the % scale 0 is the no-effect control and ±100 the full control effect; nearly all actives have a fitted effect of over 65% in size
#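 IDH1-R132H (0.5 ug/mL dispensed) in pH 7.5 Tris buffer was preincubated 30 min with compound, then given a substrate mix of 0.016 mM NADPH and 2 mM alpha-KG for 80 min at room temperature; remaining NADPH was read by diaphorase/resazurin fluorescence.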
# Glioma ERSR ind: qHTS for Inducers of the Endoplasmic Reticulum Stress Response (ERSR) in Human Glioma: qHTS; U87-MG GRP78 promoter luciferase reporter, 16 h; Potency, µM, without a hit: at the top dose activation, actives largely listed as activators; 0.02% of 420,000 active; AID 602332, 2012; further: potency means the concentration at half of the fitted maximal effect; series mostly up to about 76 µM; % of control where 0% means no effect; nearly all actives have a fitted effect of over 35% in size
#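 ERSR induction read as luciferase luminescence (Bright-Glo, 10 min at room temperature) in stably transfected human U87-MG glioma cells exposed to compounds for 16 h, using GRP78 as sensor.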
# Starred values were filed as active, the others as inactive; ? = inconclusive; . = not tested or not shown; & = joins results of further samples; [ ] = dose if it differs, or a comment. Unless noted, the call rests on the fitted dose curve; in most records, active means well fitted curve in the direction sought with a large enough effect; inconclusive means small, poorly fitted or top-dose-only effect, or another doubt; inactive means no such curve, though single readings can be large; an effect the other way counts as inactive or inconclusive.
SMILES,Vif-APOBEC3F blk,TrxR1 substrate,LDHA block,TrxR1 inh,Vif-A3G inh,RGS4 inh,USP1-UAF1 inh,mIDH1 inhibitor,Glioma ERSR ind
Cc1ccc(OCC(=O)OC2CCS(=O)(=O)C2)cc1 (stereo unspecified),-12%,-5%,-3,-7%,-6%,15%,-4%,-5%,-3%
Fc1ccc(C(c2nnc(-c3ccccc3)o2)N2CCN(c3cccc(Cl)c3)CC2)cc1 (stereo unspecified),0%,7%[57.1 µM],4,22%[57.1 µM],-3%,-32%,?,6%,-2%
CCc1cc(C(=O)OC)c(NC(=O)c2cc(Br)cs2)s1,-11%,30%,-5,-20%,1%,-14%,?,12%,-4%
CCC(CC)C(=O)Nc1ccc2nc(SCC(=O)N3CCc4ccccc43)sc2c1,0%,1%,1,12%,-7%,-1%,-28%,7%,-1%
COC(=O)c1ccc(CSc2nnnn2-c2ccccc2)o1,-2%,-13%,-6,10%[57.1 µM],-1%,-3%[11.4 µM],-1%,8%,-3%
Cc1ccc(CN(Cc2ccco2)c2cnc(S(C)(=O)=O)nc2C(=O)Nc2ccccc2Br)o1,-2%,-15%,-4,-33%,0%,-3%,-20%,3%,-4%
Cc1ccc(C(=O)NCCCNC(=O)Cc2ccc(Cl)cc2)cn1,1%,-2%,-3,0%[57.1 µM],1%,-11%,-6%,-2%,-5%
CN(C(=O)COC(=O)c1ccc(=O)n(Cc2ccccc2)n1)c1ccccc1,-21%,-1%,1,6%,6%,-87%[56.9 µM],-20%,7%,-2%
CCc1ccc(Nc2n[n+](C)c(-c3ccncc3)s2)cc1,11%,-15%,-3,7%,7%,-50%,?,-17%,-1%
Cn1c(SCC(=O)Nc2ccc(NC(=O)c3ccccc3)cc2)nnc1-c1ccncc1,5%,9%[57.1 µM],-12,23%[57.1 µM],0%,-29%,-21%,1%,4%
CC(C)CN(C(=O)CSc1ncnc2ccccc12)C1CCS(=O)(=O)C1 (stereo unspecified),-14%,4%,-7,4%,-4%,-13%,-12%,6%,-4%
CC(=O)Nc1ccc(CN2CCN(C3CCCC3)C(CCO)C2)cc1 (stereo unspecified),-10%,1%,-8,6%,2%,13%,-5%,-6%,-4%
COc1ccccc1CNC(=O)N1CCN(S(=O)(=O)c2ccccc2)CC1,9%,2%,-2,14%,2%,-32%,-19%,1%,-4%
Cc1ccc([C@H]2N[C@]3(CCCN(Cc4ccc(C(F)(F)F)cc4)C3=O)[C@H]3C(=O)N(C)C(=O)[C@@H]23)cc1,-4%,.,1,.,5%,.,-11%,-1%,-2%
CC(=O)c1cccc(Nc2nc(-c3ccccc3Cl)nc3ccccc23)c1,?,-5%,7&-1,-17%,-2%,8%,13%,9%,-4%

# Shown tab-delimited: entries from further up.
molecule	Vif-APOBEC3F blk	TrxR1 substrate	LDHA block	TrxR1 inh	Vif-A3G inh	RGS4 inh	USP1-UAF1 inh	mIDH1 inhibitor	Glioma ERSR ind
Cc1ccc([C@H]2N[C@]3(CCCN(Cc4ccc(C(F)(F)F)cc4)C3=O)[C@H]3C(=O)N(C)C(=O)[C@@H]23)cc1	-4%	.	1	.	5%	.	-11%	-1%	-2%
CCC(CC)C(=O)Nc1ccc2nc(SCC(=O)N3CCc4ccccc43)sc2c1	0%	1%	1	12%	-7%	-1%	-28%	7%	-1%

# Next section
SMILES,Vif-APOBEC3F blk,TrxR1 substrate,LDHA block,TrxR1 inh,Vif-A3G inh,RGS4 inh,USP1-UAF1 inh,mIDH1 inhibitor,Glioma ERSR ind
O=C(NC1CCN(Cc2ccccc2)CC1)c1ccc(Cn2c(=O)c3ccccc3n(Cc3ccccc3)c2=O)cc1,-13%,-3%,0,-2%,1%,25%,-1%,-7%,-1%
CN1CCN(c2nc3c(c(=O)n(C)c(=O)n3C)n2Cc2ccccc2Cl)CC1,0%,0%,-1,23%,-1%,5%,-13%,0%,-5%
CCOC(=O)C1C(=O)OC(C)(C)C1C(CC)C(=O)c1ccccc1 (stereo unspecified),-9%,-2%,0,12%[57.1 µM],-1%,-5%,-9%,0%,-5%
O=S(=O)(NCc1csc(-c2cccnc2)n1)c1ccc(Cl)s1,1%,3%[57.1 µM],-5,8%[57.1 µM],0%,-13%,-14%,-2%,-2%
Cc1c(C(=O)N(C)C)sc2c1c(=O)n(-c1ccccc1C(F)(F)F)c(=O)n2Cc1cccc(F)c1,-3%,-1%[57.1 µM],0,3%[57.1 µM],-1%,-25%,-21%,-12%,-2%
COc1cc(C(=O)Nc2ccc(Oc3ncnc4sc(-c5ccccc5)cc34)cc2)cc(OC)c1OC,6%,5%,-6,4%,-5%,-5%,-2%,-2%,-1%
CC(=O)c1ccccc1OCCCN1CCCCC1,-5%,-2%[57.1 µM],-15,-53%,1%,-9%,-12%,3%,-1%
COC(=O)c1cccc(N2C(=O)C(Cl)=C(N3CCOCC3)C2=O)c1,8%,2%[57.1 µM],-5,-18%[57.1 µM],1%,?,-14%,3%,-4%
O=C(/C=C/c1ccccc1Cl)Nc1ccncc1,.,-6%,-14,-1%,-3%,1%,-23%,2%,-5%
Cc1nn(Cc2noc(C(=O)NC(C)c3ccccc3)n2)c(C)c1Br (stereo unspecified),-3%,0%,-1,20%[11.4 µM],-3%,-2%,-22%,16%,-3%
CCCCn1c(SCC(=O)N2CCOCC2)nnc1-c1cccs1,-6%,7%,-3,27%,1%,24%,-6%,6%,0%
Cc1ccc(OCC(=O)Nc2ccc(Cl)c(-c3nc4ccccc4[nH]3)c2)cc1C,.,11%,2,23%,.,1%,-1%,.,.
Cc1cccc(C)c1OCCOC(=O)c1cccc(S(=O)(=O)N2CCOCC2)c1,2%,-4%,-3,25%,3%,11%,-5%,-6%,-2%
COCCSc1nnc(NC(=O)c2cc(OC)c(OC)cc2[N+](=O)[O-])s1,3%,-10%,0,3%,-1%,22%[56.9 µM],3%,3%,-1%
CN(C)/C=C(\c1cnc(Cl)s1)S(=O)(=O)c1ccccc1,0%,-2%,-20,-19%,-2%,-5%,-16%,-9%,0%
O=C(CCCOc1ccc(Cl)cc1Cl)Nc1nnc(C2CC2)s1,0%,-4%,-9,-6%,-4%,-8%,-6%,4%,-3%
Cc1cc(OCC(=O)c2ccc(F)cc2)ccc1N1C(=O)CCC1=O,0%,-3%[57.1 µM],-5,6%[57.1 µM],-5%,-25%,-16%,6%,-3%
CCOC(=O)c1ccc(Nc2nc3ccc(C(=O)c4ccccc4)cc3n3c(C)nnc23)cc1,1%,-6%,-9,1%,-7%,-3%,-10%,0%,-6%
O=C1CC(c2ccccc2)CN1C(=O)c1cccc([N+](=O)[O-])c1 (stereo unspecified),-2%,-6%,-11,-9%,-6%,44%,-12%,-1%,-2%
CCOc1ccc2nc(NC(=O)CN3CCOCC3)sc2c1,6%,7%[57.1 µM],-4,25%[57.1 µM],1%,-3%,-2%,6%,-1%
O=C(Nc1ccc2nc(SCc3ccccc3)sc2c1)c1ccccc1F,-5%,8%,-4,1%,-15%,13%,-26%,-7%,-2%
C/C(=N\NC(=O)C12CCC(C)(C(=O)O1)C2(C)C)c1ccccc1O (stereo unspecified),6%,-6%,-2,11%,0%,9%[11.4 µM],0%,-7%,3%
O=[N+]([O-])c1cc(S(=O)(=O)/N=C(/c2ccccc2)N2CCOCC2)ccc1Cl,1%,-2%,0,-10%,0%,31%,-14%,3%,-6%
CCn1c(=O)n(CC)c2cc(S(N)(=O)=O)ccc21,1%,6%,-7,20%,0%,7%,-11%,-1%,-4%
COc1ccccc1CCNC(=O)c1ccc2nc[nH]c2c1,0%,2%,3,-3%,-4%,-15%,-14%,8%,-3%
Oc1cccc(C(Nc2ccccn2)c2ccc3cccnc3c2O)c1Cl (stereo unspecified),?,3%,8,?,-18%,-4%,-25%,-23%,-5%
O=C(NCc1ccc2c(c1)OCO2)C(=S)N1CCOCC1,-3%,2%,-2,11%,0%,-16%,-9%,-1%,0%
O=C(Nc1ccc(OC(F)(F)F)cc1)C(NS(=O)(=O)c1cccc2nsnc12)c1ccccc1 (stereo unspecified),3%,-9%,1,12%,5%,3%,-19%,-26%,-3%
CCOC(=O)C1CCN(C(=O)CCNC(=O)Cn2ccc3ccccc3c2=O)CC1,1%,1%,-11,3%,1%,-3%,-18%,0%,-1%
Cc1ccc(NC(=S)N(CCN(C)C)Cc2cc3cc(C)cc(C)c3[nH]c2=O)cc1,4%,7%,7,-8%,-3%,-27%,-3%,1%,-3%
COc1ccc(S(=O)(=O)NCCC(=O)NC(C)c2ccccc2)cc1 (stereo unspecified),8%,6%,-15,13%,0%,15%,-2%,1%,-2%

# Some of the compounds tested. The share of hits here may be higher or lower than overall.
